# Screening data as filed in PubChem BioAssay.
# PfHsp40 rescue = restores yeast growth despite PfHsp40 toxicity | S. cerevisiae expressing PfHsp40, growth rescue, ATP luminescence | growth rescue, % at 12.5 µM | 340,000 compounds, 0.68% hits | AID 504582; in the data active means growth rescue above about 28%, passing the limit was not always enough; inconclusive means no clear call, values can overlap the other calls;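 further: yeast W303a lacking pdr1 and pdr3 grown in galactose medium; growth measured after three days at 30 °C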
# Yp Topo-I inh = Y. pestis Topo-I inhibition via cleavage products; Y. pestis Topo-I cleavage product accumulation, plate reader; AID 504884; 360,000 compounds, 0.064% hits; activity, % at 10 µM; in the data active means activity above about 50%, passing the limit was not always enough; inconclusive means no clear call, values can overlap the other calls; further: inactives centre near 2
# TcdB GH inh = inhibitors of Clostridioides difficile toxin B glycohydrolase; inhibition, % at 9.99 µM; P18177; 350,000 compounds, 0.24% hits; TcdB glycohydrolase enzymatic assay, plate reader; in the data active means inhibition above about 10%
# Target sequence (P18177 whole entry, looked up): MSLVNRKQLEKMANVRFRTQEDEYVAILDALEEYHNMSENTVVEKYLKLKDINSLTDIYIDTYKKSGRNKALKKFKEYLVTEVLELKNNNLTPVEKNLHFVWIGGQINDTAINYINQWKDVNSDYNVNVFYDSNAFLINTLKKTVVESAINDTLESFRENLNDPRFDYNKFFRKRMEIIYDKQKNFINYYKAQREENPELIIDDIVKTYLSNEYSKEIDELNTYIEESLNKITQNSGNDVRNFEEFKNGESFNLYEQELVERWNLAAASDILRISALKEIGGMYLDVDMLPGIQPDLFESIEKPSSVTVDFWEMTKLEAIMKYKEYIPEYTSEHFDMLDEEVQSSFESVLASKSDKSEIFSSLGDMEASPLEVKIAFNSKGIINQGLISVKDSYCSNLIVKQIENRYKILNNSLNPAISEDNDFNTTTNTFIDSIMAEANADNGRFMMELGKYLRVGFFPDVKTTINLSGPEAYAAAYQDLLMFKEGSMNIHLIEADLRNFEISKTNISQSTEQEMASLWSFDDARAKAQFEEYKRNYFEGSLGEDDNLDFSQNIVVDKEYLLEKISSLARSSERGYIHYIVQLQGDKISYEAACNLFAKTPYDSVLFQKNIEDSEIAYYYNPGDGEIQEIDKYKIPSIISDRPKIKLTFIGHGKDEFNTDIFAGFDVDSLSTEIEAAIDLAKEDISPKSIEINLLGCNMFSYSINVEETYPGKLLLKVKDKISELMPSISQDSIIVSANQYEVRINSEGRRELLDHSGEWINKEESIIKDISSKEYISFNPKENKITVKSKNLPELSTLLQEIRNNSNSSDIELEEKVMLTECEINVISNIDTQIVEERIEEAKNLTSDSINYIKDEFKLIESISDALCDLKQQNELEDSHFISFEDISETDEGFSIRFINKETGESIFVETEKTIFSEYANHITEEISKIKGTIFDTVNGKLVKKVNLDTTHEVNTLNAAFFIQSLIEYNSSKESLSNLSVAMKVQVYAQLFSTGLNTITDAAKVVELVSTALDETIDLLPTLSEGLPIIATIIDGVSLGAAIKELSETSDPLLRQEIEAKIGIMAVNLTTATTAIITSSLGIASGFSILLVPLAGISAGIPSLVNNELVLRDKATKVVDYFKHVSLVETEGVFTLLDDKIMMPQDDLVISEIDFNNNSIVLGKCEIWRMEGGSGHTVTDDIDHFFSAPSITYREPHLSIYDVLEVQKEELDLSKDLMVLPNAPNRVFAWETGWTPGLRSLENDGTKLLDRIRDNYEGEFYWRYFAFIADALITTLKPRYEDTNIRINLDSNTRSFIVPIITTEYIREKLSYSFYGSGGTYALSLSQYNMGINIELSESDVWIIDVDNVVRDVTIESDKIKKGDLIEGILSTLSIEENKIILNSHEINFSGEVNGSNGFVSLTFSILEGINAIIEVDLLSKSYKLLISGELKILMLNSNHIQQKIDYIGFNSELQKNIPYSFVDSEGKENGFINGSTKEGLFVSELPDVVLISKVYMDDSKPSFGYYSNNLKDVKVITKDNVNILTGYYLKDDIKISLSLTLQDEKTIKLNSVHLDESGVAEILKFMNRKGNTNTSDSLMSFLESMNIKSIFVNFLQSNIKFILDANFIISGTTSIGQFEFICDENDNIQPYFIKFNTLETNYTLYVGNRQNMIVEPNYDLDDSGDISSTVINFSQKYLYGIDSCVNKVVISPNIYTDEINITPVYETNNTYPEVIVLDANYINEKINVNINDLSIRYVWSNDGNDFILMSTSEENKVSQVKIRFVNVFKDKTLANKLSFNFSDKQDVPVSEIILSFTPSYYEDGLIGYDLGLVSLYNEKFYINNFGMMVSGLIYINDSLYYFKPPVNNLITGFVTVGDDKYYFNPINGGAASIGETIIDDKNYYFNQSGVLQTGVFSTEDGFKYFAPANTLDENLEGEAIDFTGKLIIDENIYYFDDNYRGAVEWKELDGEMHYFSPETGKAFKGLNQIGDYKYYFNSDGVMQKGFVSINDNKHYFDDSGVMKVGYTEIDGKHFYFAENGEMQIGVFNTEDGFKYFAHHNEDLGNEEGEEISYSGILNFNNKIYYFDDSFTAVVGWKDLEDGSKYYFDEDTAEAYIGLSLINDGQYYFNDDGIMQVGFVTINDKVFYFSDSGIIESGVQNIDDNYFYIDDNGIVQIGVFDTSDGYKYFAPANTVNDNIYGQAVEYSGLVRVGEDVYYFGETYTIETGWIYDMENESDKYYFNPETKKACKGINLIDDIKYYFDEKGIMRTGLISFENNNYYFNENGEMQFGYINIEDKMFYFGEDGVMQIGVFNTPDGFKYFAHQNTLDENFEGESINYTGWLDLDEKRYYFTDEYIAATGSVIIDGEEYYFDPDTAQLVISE
# VHR inh abs = DUSP3 (human) phosphatase inhibition; P51452; recombinant VHR phosphatase, pNPP absorbance; inhibition, % at 13.3 µM; 290,000 compounds, 0.52% hits; AID 1654; in the data active means inhibition above about 50%; further: some compounds called inactive have numbers as strong as hits
# BoNT-A LC inh2 = inhibitors of Botulinum neurotoxin A light chain protease; multiplex microsphere protease substrate cleavage, flow cytometry; inhibition, % at 10 µM; 360,000 compounds, 0.17% hits; further: plate controls were buffer without enzyme for full effect and enzyme alone for no effect
# PriA SSB inh = inhibitors of Klebsiella pneumoniae PriA binding to SSB C-terminal tail. AlphaScreen SSBct-PriA binding, biotinylated peptide. inhibition, % at 33 µM. 430,000 compounds, 0.6% hits; in the data active means inhibition mostly above about 37%, no sharp cut-off; inactive means mostly below about 20%;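 further: plate controls were negative control peptide for no effect and reference peptide for full effect; strong numbers were not always called active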
# CCHF vOTU inh = blocks the CCHF virus ovarian tumor domain protease; CCHFV vOTU protease, Pep-AMC fluorescence; inhibition, % at 11.5 µM; 370,000 compounds, 0.55% hits; AID 651958; in the data active means inhibition above about 30%; further: 0% = vehicle wells with enzyme and 100% = no enzyme wells
# Anthrax LF prot = anthrax lethal factor protease inhibition. P15917. AID 588501. inhibition, % at 10 µM. multiplex microsphere protease cleavage assay, LF. 360,000 compounds, 0.12% hits; further: plate controls were buffer without enzyme for full effect and enzyme alone for no effect
# Vc quorum ag = quorum light induction in luxS cqsA deficient V. cholerae; V. cholerae BH1578 lux reporter, luminescence, 6 h; activation, % at 18.7 µM; 350,000 compounds, 0.16% hits; in the data active means activation mostly above about 9.7%, no sharp cut-off; inconclusive means no clear call, values can overlap the other calls; inactive means mostly below about 3.7%; further: not every result past the cut was called active; inactives centre near 0; reference of the scale not given here
# 3CLpro inhibitor = SARS-CoV 3CLpro protease inhibition; P0C6X7; recombinant SARS-CoV 3CLpro, quenched FRET peptide cleavage; inhibition, % at 6 µM; 290,000 compounds, 0.14% hits; AID 1706; in the data active means inhibition above about 12%
# * = called active by the depositor; i = inactive; u = inconclusive; x = not tested or not shown. Unless noted, no stated cut-off is given here; in the data, active means inhibition above about 30%; inconclusive means no clear call, values can overlap the other calls; inactive means below that. An excerpt; the hit share may differ from the screen's.
SMILES,PfHsp40 rescue,Yp Topo-I inh,TcdB GH inh,VHR inh abs,BoNT-A LC inh2,PriA SSB inh,CCHF vOTU inh,Anthrax LF prot,Vc quorum ag,3CLpro inhibitor
CCCCC1CCC(C(=O)Nc2ccc(S(=O)(=O)Nc3nccs3)cc2)CC1 (configuration not stated),1.6,1,1.3,-2,u,-6,x,-2,-0.6,8
N#Cc1ccc(OCC(=O)OCC(=O)Nc2ccc(N3CCOCC3)cc2)cc1,0.2,-12,1.3,x,2.6,-11,3,-2,i,x
O=C(NCCN1CCCCCC1)C1CC(=O)N(CCc2ccccc2)C1 (configuration not stated),0.6,-4,0.3,24,0.4,-2,-3,-2,x,2
CC(=O)N1CCCc2ccc(NS(=O)(=O)c3ccc(C)cc3)cc21,0.5,-2,0.9,x,x,-4,1,x,0.8,x
COc1ccc(OCC(=O)NN2Cc3ccccc3C2=N)cc1,-0.5,-7,x,41,0.1,-4,17,-1,i,5
S=C(Nc1ccc(Cl)cc1)N(CCCN1CCOCC1)Cc1ccco1,-0.1,7,x,1,-0.5,2,7,0,-0.2,5
COc1ccc(NS(=O)(=O)c2ccc(N3CCOCC3)c(NC(=O)/C=C/C(=O)O)c2)cc1,-0.1,-1,1.6,x,-0.9,1,1,-6,0.7,x
Cc1ccc(C)c(OCCn2cc(C(=O)O)c3ccccc32)c1,7.3,-1,-1.6,10,-0.3,-3,-1,-7,6.1,5
Cc1cc(C)c2c(N)c(C(=O)Nc3ccccc3Br)sc2n1,1.2,4,-4.0,6,-2.7,-20,-30,-12,-0.4,8
Cc1nc2ccc(NC(=O)C3(C)CCCN(C(C)C)C3)cc2o1 (configuration not stated),x,-13,0.9,x,-0.9,x,-5,-4,-0.7,x
CCCCc1nc(SCC(=O)Nc2ncccn2)n[nH]1,1.2,5,0.4,-4,0.8,-2,13,-5,0.2,5
C=CCN(CC=C)C(=O)c1cccc(OC2CCN(S(=O)(=O)N(C)C)CC2)c1,-0.1,13,-0.2,-1,-0.5,-5,-5,12,-1.0,1
CC1=C(C(=O)OCC2CCCO2)C(c2coc3ccccc3c2=O)C2=C(CC(C)(C)CC2=O)N1 (configuration not stated),-1.1,-3,0.5,37,0.8,-13,-9,0,i,-4
Cc1ccc(S(=O)(=O)CC(=O)Nc2ccc(F)c(F)c2F)cc1,-1.0,-4,0.4,-12,x,-13,-5,x,-0.3,3
Cc1ccccc1OCC(=O)Nc1ccccc1NC(=O)c1ccco1,2.0,2,1.9,-22,-4.7,-6,3,10,0.1,0
O=C(CNC(=O)c1ccccc1Cl)N/N=C/C=C/c1ccccc1,0.7,0,0.3,8,-0.1,x,3,0,-0.2,1
Cc1ccccc1CNC(=O)C(=O)Nc1nccs1,0.6,1,0.1,17,-1.8,-21,8,-4,1.9,0
O=C(NCCCCc1ccccc1)c1ccccc1Cl,3.5,3,0.4,12,0.1,1,-8,-6,i,2
CC(=O)N1C(=O)NC2=C(C(=O)CCC2)C1c1cccc([N+](=O)[O-])c1 (configuration not stated),-0.6,7,1.1,7,3.5,-4,12,13,-0.3,5
COC(=O)Cc1ccc(OC2(C)CCN(Cc3ccc4c(c3)OCCO4)C2)cc1 (configuration not stated),x,16,1.3,x,-0.6,x,1,-8,0.3,x

# Reprinted from the part before: 5 compounds; new compounds follow.
SMILES,PfHsp40 rescue,Yp Topo-I inh,TcdB GH inh,VHR inh abs,BoNT-A LC inh2,PriA SSB inh,CCHF vOTU inh,Anthrax LF prot,Vc quorum ag,3CLpro inhibitor
O=C(CNC(=O)c1ccccc1Cl)N/N=C/C=C/c1ccccc1,0.7,0,0.3,8,-0.1,x,3,0,-0.2,1
Cc1ccccc1CNC(=O)C(=O)Nc1nccs1,0.6,1,0.1,17,-1.8,-21,8,-4,1.9,0
O=C(NCCCCc1ccccc1)c1ccccc1Cl,3.5,3,0.4,12,0.1,1,-8,-6,i,2
CC(=O)N1C(=O)NC2=C(C(=O)CCC2)C1c1cccc([N+](=O)[O-])c1 (configuration not stated),-0.6,7,1.1,7,3.5,-4,12,13,-0.3,5
COC(=O)Cc1ccc(OC2(C)CCN(Cc3ccc4c(c3)OCCO4)C2)cc1 (configuration not stated),x,16,1.3,x,-0.6,x,1,-8,0.3,x
O=C(O)c1nnsc1-c1csnn1,-0.2,5,0.4,x,-0.1,-14,1,-2,i,x
BrCCOCCOc1ccc2ccccc2c1,-1.2,4,x,1,-1.1,-4,-9,1,-0.3,-6
Cn1c(=O)c2[nH]c(CCCCc3nc4ccccc4[nH]3)nc2n(C)c1=O,0.8,-6,0.9,x,-0.1,-11,6,-2,i,x
O=C(CC1C(=O)NCCN1C(=O)Nc1ccccc1)Nc1ccc2c(c1)OCO2 (configuration not stated),1.3,-4,x,29,-0.2,2,3,-7,i,-4
COc1ccc2c(c1)CC/C(=C\c1ccc(OC)c(Cn3nc(C)cc3C)c1)C2=O,2.4,-3,x,14,-0.3,12,-12,-1,i,-4
Cc1ccccc1OCC(=O)N(Cc1ccco1)c1c(N)n(Cc2ccccc2)c(=O)[nH]c1=O,-1.0,4,0.5,x,1.7,-8,5,2,i,x
CC1(C)Cc2ccccc2-c2nc3ccccc3c(=O)n21,0.6,15,x,5,0.3,-25,-4,4,i,-3
O=S(=O)(Nc1nc(-c2sccc2Cl)cs1)c1cc(Cl)ccc1Cl,u,5,x,23,-0.6,-1,x,-8,-0.2,6
COc1ccc(C#Cc2ccc3c(c2)c(=O)c2ccccc2n3C)cc1,7.2,3,1.3,9,20,-21,-4,18,i,-1
CC(=O)Nc1ccc(OCC(=O)NCc2ccc3c(c2)OCO3)cc1,0.5,-12,2.7,13,1.6,-5,5,-3,0.0,-1
CC(=O)Nc1ccc(Br)cc1C(=O)C(=O)O,0.0,-4,x,9,-0.2,-12,-4,1,-0.3,-1
O=C(CN1CCN(c2ccc(F)cc2)CC1)Nc1ccc(F)c(F)c1,-0.9,3,x,17,0.2,-7,3,0,i,0
Nc1ccc2nc3c(c(Cl)c2c1)CCCC3,1.4,5,0.9,1,0.6,-13,-21,-5,-0.6,0
CCN(c1ccccc1)S(=O)(=O)c1ccc(OC)c(NS(=O)(=O)c2cccs2)c1,0.2,12,1.6,26,-2.0,-7,19,5,-0.9,5
CCn1nccc1NC(=O)c1csc([C@@H]2C[C@H](O)[C@@H](CO)O2)n1,x,-3,1.2,x,0.0,x,9,-2,-0.3,x
CC1(C)CC(=O)C=C(NC2CC(C)(C)NC(C)(C)C2)C1,0.8,6,x,8,0.0,0,-2,0,-0.5,-2
COCc1nnc(NC(=O)c2ccc(S(=O)(=O)N(C)Cc3ccccc3)cc2)o1,0.4,-5,0.0,47,1.7,-3,15,0,-0.3,3
CCN(c1ccccc1)S(=O)(=O)c1cccc(C(=O)NCC(c2ccc(F)cc2)N2CCOCC2)c1 (configuration not stated),0.6,-3,0.2,x,0.9,-1,-2,0,-0.3,x
COC(=O)CSc1nc2ccc(N)cc2s1,2.9,-10,1.0,9,0.6,3,-14,-4,9.7,6
Cc1cccnc1-n1c(-c2ccco2)nc2ccccc2c1=O,1.7,2,x,6,-0.5,-4,11,-2,i,-1
Cc1ccc(C(=O)NCC(=O)OCC(=O)NC2CCCC(C)C2C)s1 (configuration not stated),-0.3,9,-0.4,13,-0.1,-1,-7,-5,-0.1,4
CC1(C)CC2(CCO1)CNC(=O)O2 (configuration not stated),-1.0,4,x,-4,0.2,3,16,5,-0.3,5
O=[N+]([O-])c1cc(S(=O)(=O)N2CCOCC2)ccc1NS(=O)(=O)c1ccccc1,-1.4,7,-0.2,x,-0.5,3,13,-2,i,x
CC1(c2nnc(-c3ccc(F)cc3)o2)CC(c2cccnc2)=NO1 (configuration not stated),-0.6,-2,1.0,x,-0.3,-13,6,-7,i,x
O=C(Nc1ccc(C(=O)Nc2ccccc2Cl)cc1)c1cccnc1,0.1,-1,-1.4,6,-4.3,-7,-4,-4,-0.3,-1
O=C(NNC(=S)Nc1ccccc1Cl)c1ccccc1,0.1,5,-0.3,23,-1.6,-6,-2,4,-0.2,2
O=C(CCCCn1c(=O)[nH]c2ccsc2c1=O)NCCc1ccccc1,-1.5,-2,0.8,18,-2.4,-19,-8,-3,-0.5,-5
CCOC(=O)N1CCC(Nc2nc(OC)nc(OC)n2)CC1,-1.5,15,x,22,u,-4,7,-3,i,0
Cn1cc(CN2CCC(C(=O)Nc3cccc(-c4cscn4)c3)CC2)cn1,0.5,5,1.1,27,-0.2,-4,1,-6,i,-7
CN(C(=O)COC(=O)c1ccc2c(c1)OCO2)C1CCCCC1,-1.1,0,0.0,x,-0.1,-8,1,-3,i,x
CCN(CC(=O)Nc1c(F)cccc1F)C(=O)/C=C/c1ccc(Br)s1,-0.7,7,1.8,x,0.9,2,7,-4,-1.0,x
CCN(CC(=O)Nc1ccccc1C(F)(F)F)C(=O)c1cc(-c2ccccc2)nn1-c1ccccc1,x,18,0.5,x,-3.9,-6,15,u,i,x
OC(CNCc1ccccc1)Cn1ccc2ccccc21 (configuration not stated),0.2,1,-1.5,-6,2.5,29,1,-3,i,-5
Cc1ccccc1C(=O)N1CCN(c2ccc(NC(=O)c3ccc4c(c3)OCCO4)cc2)CC1,-0.1,26,1.1,15,-3.0,-4,-4,0,i,-1
O=C1c2ccccc2C(=O)N1CCCc1c[nH]c2ccccc12,2.0,-3,x,30,-0.5,10,3,-6,-0.5,5
O=C(NC1CCCC1)C1CCC(=O)N1C1CCCC1 (configuration not stated),-0.4,2,x,11,-1.6,2,-2,-6,-1.5,5
O=C(Nc1cc(C(F)(F)F)ccc1N1CCOCC1)c1cccnc1Cl,0.8,-2,x,1,0.8,-6,-3,4,5.9,-1
O=C(NCC1CC1)c1ccc(Nc2nc3ccc(Br)cc3[nH]2)cc1,-0.3,-21,1.2,27,-0.7,4,-9,-10,-0.6,-3
CC1CCCCN1C(=O)c1cccc(NC(=O)c2ccccc2)c1 (configuration not stated),-0.3,-2,1.7,14,-0.8,-6,-1,0,-0.2,-5
COc1cccc(NC(=O)c2nn(C)c(C(=O)Nc3cccc(OC)c3)c2[N+](=O)[O-])c1,3.1,-3,-2.8,1,-7.5,13,-4,9,-0.4,2
COc1ccc(CNS(=O)(=O)c2cc3c(cc2C)N(C)CCO3)cc1,-0.3,-1,1.1,17,0.2,-1,-11,0,i,-4
O=C(COC(=O)c1ccc(O)cc1)Nc1cccc(S(=O)(=O)N2CCCCC2)c1,0.2,-6,1.3,-22,-1.8,-2,-4,3,-0.6,4
COc1ccccc1/C=N/NC(=O)c1nnn(-c2nonc2N)c1CSC1=NCCS1,-1.8,0,x,18,1.5,x,-20,7,-0.5,3
Cc1ccc(N2C(=O)NC(NS(=O)(=O)c3ccc(C)cc3)(C(F)(F)F)C2=O)cc1 (configuration not stated),-1.0,2,0.6,24,-1.0,-18,6,0,-0.4,-3
CCCC(=O)NC(c1ccccc1)c1ccc2cccnc2c1O (configuration not stated),u,-3,-0.1,14,-3.7,60,-1,-12,i,5
O=C(/C=N/O)Nc1ccccc1,-1.8,-7,x,12,-0.1,x,-9,1,i,3
O=C(/C=C/c1ccccc1)Nc1cccc(C(=O)NCCCCc2ccccc2)c1,1.1,13,3.2,x,0.1,-6,13,-2,i,x
COC(=O)C1CCN(C(c2ccc(OC)c(OC)c2)c2sc3nc(C)nn3c2O)CC1 (configuration not stated),0.6,-4,-0.6,8,-0.9,-11,1,-5,-0.2,x
